# Compound activity as filed in PubChem BioAssay.
# GAA spleen mod = inhibitors or activators of human alpha-glucosidase in spleen homogenate; human spleen homogenate, 4-MU-alpha-glucoside fluorescence; Potency, µM (doses to about 79.9 µM), for the others: at the highest dose activity change, negative = inhibition, hits mostly inhibitors; 240,000 tested, 0.006% active;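 note: 0% = enzyme with vehicle and -100% = no enzyme basal signal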
#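 Human spleen homogenate (1 ug) with 4-methylumbelliferyl-alpha-D-glucopyranoside (1 mM final) in 50 mM citrate/phosphate pH 5.0, 0.01% Tween-20; 40 min at 37 C. Stopped at pH 10; 4-MU fluorescence Ex 365/Em 440 nm; AC50 by Hill fit.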
# HTT ATP protect = cytoprotection in Huntington HTT-Q103 PC12 cell model | PC12 HTT-Q103 induced, cytoprotection, ATP luminescence, 40 h | Potency, µM (series often up to 56.4 µM), for the others: cytoprotection (ATP increase), usual class: activators | 230,000 tested, 0.14% active | AID 1471;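 note: % of control where 0% means no effect; nearly all actives have a fitted effect of over 45% in size; toxic huntingtin expression switched on by the ecdysone agonist tebufenozide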
#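 Readout: ATPlite luminescence (ATP level). Model: stable PC12, inducible Htt exon1 Q103-GFP. Inducer: tebufenozide, 100 nM final. Compounds: dose series. No G418 in medium.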
# IMPase Li cell = cell-permeable IMPase inhibitors with lithium potentiation | CHO-M1 cells, IP1 TR-FRET (IP-One), carbachol + lithium | Potency, µM (highest dose often 59.4 µM), without a hit: top-dose activity, negative = IMPase inhibition, most hits filed as inhibitors | 210,000 tested, 0.35% active | AID 1457;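 note: IP1 builds up when IMPase is blocked and the TR-FRET signal falls; plate controls were basal vehicle for no effect and high inhibitor control for full effect; nearly all actives have a fitted effect of over 50% in size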
#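 CHO cells stably expressing M1 receptor (2000/well) were cultured 16–30 h, then exposed to compounds with a small lithium addition for 30 min at 37C. IP1 was measured by TR-FRET competition; AC50 from Hill fits.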
# GAA inh = inhibitors of human lysosomal alpha-glucosidase | purified human GAA, 4-MU-alpha-glucoside fluorescence | Potency, µM (doses to about 76.9 µM), without a hit: top-dose activity change, negative = inhibition, hits mostly inhibitors | 200,000 tested, 0.005% active | AID 1466;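 note: plate controls were uninhibited enzyme wells for no effect and no-enzyme background for full effect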
#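 Human enzyme at 4 nM with 400 uM 4-methylumbelliferyl-alpha-D-pyranoside, citrate/phosphate buffer pH 5.0, 0.005% Tween-20, 20 min at room temperature. Compounds up to 77 uM. 4-MU fluorescence (Ex 365/Em 440) read after NaOH/glycine stop; AC50 from Hill fit.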
# HTT aggregate = reduces HttQ103-GFP aggregates in PC12 cells; PC12 HttQ103-GFP aggregates, Acumen cytometry, 40 h; Potency, µM (doses to about 46.1 µM), for the others: at the top dose activity change, negative = inhibition, actives largely listed as inhibitors; 220,000 tested, 1.1% active; AID 1688; note: % is set by controls: 0 for no effect and ±100 for the full control effect; nearly all actives have a fitted effect of over 60% in size
#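 Ecdysone-promoter PC12 model expressing HTT exon 1 Q103 fused to GFP, induced by tebufenozide at 100 nM final. Compounds titrated; aggregates sized 1–25 µm scored on a 488 nm laser cytometer.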
# GAA glycogen mod = GAA glycogen-cleavage inhibition or activation; P10253; recombinant GAA, glycogen substrate, Amplex Red glucose oxidase fluorescence; AID 2100; Potency, µM (highest dose often 76.4 µM), inactives show at the highest dose activity change, negative = inhibition, actives largely listed as inhibitors; 300,000 tested, 0.38% active;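 note: 0% = full enzyme reaction and -100% = no-enzyme basal signal; the screen sought inhibitors and activators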
#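 Recombinant enzyme (4 nM final) with compounds titrated up to 77 uM and bovine liver glycogen (30 ug) in citrate pH 5.0, 0.01% Tween-20, 37 C 40 min. Released glucose detected by Amplex Red/glucose oxidase (Ex 573/Em 610); AC50 from Hill fits.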
# RGS12 GoLoco inh = inhibitors of human Gai1-RGS12 GoLoco interaction (red fluorophore); AID 880; P63096; Potency, µM (series often up to 61.6 µM), for inactives: at the top dose activity, negative = inhibition, most hits filed as inhibitors; 230,000 tested, 0.44% active; Gai1:RGS12 GoLoco peptide FP, rhodamine, 10 min; active = well fitted inhibition curve with a large enough effect, not every such curve was filed as active; inactive = no such curve, though single readings can be large or run the other way; note: % is set by controls: 0 for no effect and ±100 for the full control effect; nearly all actives have a fitted effect of over 30% in size; many of its hits are not listed in these tables
# Target sequence (P63096 whole entry, looked up): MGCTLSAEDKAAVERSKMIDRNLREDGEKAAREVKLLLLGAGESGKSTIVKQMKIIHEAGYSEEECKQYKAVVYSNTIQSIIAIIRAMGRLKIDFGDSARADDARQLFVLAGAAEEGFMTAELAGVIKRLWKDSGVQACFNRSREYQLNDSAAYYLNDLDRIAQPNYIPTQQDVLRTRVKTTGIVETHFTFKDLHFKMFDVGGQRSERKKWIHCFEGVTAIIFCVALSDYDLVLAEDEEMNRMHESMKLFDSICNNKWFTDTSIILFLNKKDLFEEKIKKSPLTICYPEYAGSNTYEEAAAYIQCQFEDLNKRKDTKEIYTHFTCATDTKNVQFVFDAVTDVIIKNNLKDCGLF
# Numbers without * were called inactive; ? = inconclusive; / = no result given; [ ] = dose if it differs, or a comment. Unless noted, calls come from the whole dose curve; as a rule, active = well fitted curve in the direction sought with a large enough effect; inconclusive = small, poorly fitted or top-dose-only effect, or another doubt; inactive = no such curve, though single readings can be large; an effect the other way counts as inactive or inconclusive. Potency is the fitted concentration of half-maximal effect. Not all compounds are listed. The share of hits here may be higher or lower than overall.
SMILES | GAA spleen mod | HTT ATP protect | IMPase Li cell | GAA inh | HTT aggregate | GAA glycogen mod | RGS12 GoLoco inh
Clc1ccc(-c2nnc(N3CCCC3)nn2)cc1 | -3% | -15% | 7%[38.3 µM] | 4% | -14% | -1% | 5%
COc1cc2cc(CN(CCc3ccccc3C)C(=S)NCCCN(C)C)c(=O)[nH]c2cc1OC | -6% | -9%[10 µM] | -1% | 5% | -6% | 13% | 5%
COc1ccccc1NC(=O)NCC(=O)Nc1ccc(F)c(F)c1 | 3% | -9%[10 µM] | -1%[38.3 µM] | 3% | -27% | 3% | 8%
COc1ccccc1N1C(=O)C2C3CC(c4ccccc4)C(C3)C2C1=O (configuration not stated) | 1% | -11%[10 µM] | 1% | 3% | -13% | 6% | 8%
COC(=O)c1c(N)n(-c2ccc(N3CCOCC3)cc2)c2nc3ccccc3nc12 | -10% | -20%[10 µM] | 10%[38.3 µM] | -17% | 11% | -11% | 9%
CCCc1nccn1S(=O)(=O)c1cc(OC)ccc1OC | -3% | -2% | 27%[38.3 µM] | 1% | 13% | 2% | 0%
Cc1cc(C)c2c(N)c(-c3nnc(SCc4ccc(Cl)cc4)n3C)sc2n1 | 5% | 13%[10 µM] | / | / | -16%[9.22 µM] | 1% | 9%
O=C(NC(=S)NCCN1CCOCC1)c1ccc(Cl)cc1Cl | -7% | -5% | 1%[38.3 µM] | -8% | 7% | 5% | -12%
CC(=O)Nc1ccc(NC(=O)/C(=C/c2ccco2)NC(=O)c2ccccc2)cc1 | 5% | / | -2% | 11% | / | 19% | 10%
COc1ccc(/C=C/C=C2\NC(=S)NC2=O)cc1 | -3% | -31% | 12% | -9% | -26% | 2% | 1%
CC(C)COc1ccc(CSCCNC(=S)Nc2ccccc2)cc1 | -11% | -66%[inhibitor] | 21%[38.3 µM] | ? | ? | -13% | 11%
O=C(CCn1c(=O)sc2ccccc21)Nc1ccon1 | -9% | 22%[10 µM] | 6% | -4% | -10% | -2% | 3%
CCN1CCN(C(=S)Nc2ccsc2C(=O)OC)CC1 | 1% | -18% | 2% | 0% | -16% | 8% | 0%
COc1ccc(C(=O)NNC(=O)C(C)NC(=O)c2ccccc2NC(=O)c2ccco2)cc1 (configuration not stated) | -5% | 20%[1.9 µM] | -5% | -5% | 23% | 2% | 2%
Cc1nc(CNC(=O)c2cc(COc3c(F)cccc3F)on2)cs1 | -2% | 8%[10 µM] | / | / | -14%[9.22 µM] | 8% | 5%
COC(=O)CSCC(=O)Nc1nnc(-c2cccc(C)c2)s1 | -2% | -29% | -1% | 2% | -10% | 8% | 11%
O=c1c(Cl)c(N2CCC3(CC2)OCCO3)cnn1C12CC3CC(CC(C3)C1)C2 | 0% | -9%[10 µM] | / | / | -7%[9.22 µM] | -2% | 10%
COC(=O)/C=C1/N/C(=N\c2nc(C)cc(C)n2)N(c2ccc(Cl)cc2)C1=O | 0% | 15%[10 µM] | -3% | 1% | ? | 6% | 12%
COc1cc(NC2c3ccccc3C(=O)N2Cc2ccc3c(c2)OCO3)cc(OC)c1 (configuration not stated) | -4% | -10%[10 µM] | / | / | 2%[9.22 µM] | 0% | 6%
O=C(Cn1cc2c(n1)CCCCC2)N1CCc2ccccc21 | -8% | -20% | 12%[38.3 µM] | 0% | -14% | 4% | 8%
C[C@H]1O[C@@H](CC(=O)O)Cc2c1c(O)c1c(O)cc(-c3cc(=O)c4c(=O)c5c(c(=O)c=4c3=O)C[C@H](CC(=O)O)O[C@@H]5C)c(O)c1c2O | / | -3%[10 µM] | 7% | / | / | / | -7%[14.2 µM]
C/C(Cl)=C/CN1C(=O)C2C3C=CC(C3)C2C1=O (configuration not stated) | -2% | 16%[0.074 µM] | -1%[38.3 µM] | -5% | 0% | 4% | 11%
Cc1cccc(NC(=O)C2NC(=O)CC2c2ccccc2)c1C (configuration not stated) | 5% | 3% | -9%[38.3 µM] | 7% | -6% | 5% | -22%
Cn1c(-c2cccc3ccccc23)n[nH]c1=S | -3% | 25%[10 µM] | -6% | -1% | -10% | -6% | 0%
O=C(O)c1ccc(CO)o1 | 5% | -2% | -12% | / | / | / | 5%
Cc1nn(C)c(N)c1C(O)(c1nccn1C)C(F)(F)F (configuration not stated) | -7% | -6%[10 µM] | 2%[38.3 µM] | 3% | 1% | 13% | -7%
CNC(=O)CC1C(=O)N(c2ccc(Cl)cc2)C(=S)N1CCc1ccc(OC)c(OC)c1 (configuration not stated) | 0% | ? | 2% | 11% | -32% | -16% | -1%
Cc1ccc(S(=O)(=O)Cn2nnnc2C(c2ccccc2)N2CCN(c3ccccc3)CC2)cc1 (configuration not stated) | 2% | 11%[1.9 µM] | 5% | -9% | -3% | -11% | 4%
CCN1C(=O)/C(=C\N2CCOCC2)SC1=S | 0% | 2% | 43%[activator][38.3 µM] | -3% | 12%[9.22 µM] | -6% | 116%[activator]
COc1ccc(NC(=O)C2CCCN(S(=O)(=O)c3cccnc3)C2)cc1OC (configuration not stated) | -2% | 6%[10 µM] | / | / | -17%[9.22 µM] | 0% | -3%
COc1ccc(/C(N)=N/OC(=O)C2CCC(=O)N2S(=O)(=O)c2ccc(C)cc2)cc1OC (configuration not stated) | 6% | 6%[10 µM] | -12% | -5% | ? | -1% | 16%
Cc1cc(C)cc(-n2ccnc2SCC(=O)Nc2nccs2)c1 | 1% | -21% | 2%[38.3 µM] | -19% | 14% | -2% | 5%
CCCCn1c(S(=O)(=O)O)nc2ccccc21 | 1% | -4% | 35%[38.3 µM] | 4% | -6% | 7% | -1%
Cn1cc([N+](=O)[O-])c(C(=O)NCc2ccco2)n1 | 11% | / | -1% | -3% | -4% | 16% | 3%
Cc1ccc(CSc2nnc(NC(=O)C3COc4ccccc4O3)s2)cc1 (configuration not stated) | -10% | -10% | -2%[38.3 µM] | -1% | -8% | 0% | 10%
Cc1ccc2[nH]c(=O)c3cc(C(=O)N(C)c4ccccc4C)sc3c2c1 | -5% | -10%[10 µM] | / | / | 0%[9.22 µM] | 3% | 2%
O=C(CCN1CCOCC1)NNC(=S)NC(=O)c1ccc(Br)cc1 | 4% | -50%[inhibitor] | -4% | -2% | -23% | ? | 9%
CCCOC(=O)c1c(NC(=O)/C=C/c2cnn(C)c2C)sc(C(=O)OCC)c1C | -24% | -28% | -3%[38.3 µM] | ? | -3% | 4% | -3%
CCC1=Nc2cc(C(=O)NCc3cccnc3)ccc2Sc2ccc(C)cc21 | -2% | -54%[inhibitor][10 µM] | / | / | -19%[9.22 µM] | -1% | 6%
CCOc1ccccc1NC(=O)CNC(=O)Cc1ccccc1 | -1% | 0%[10 µM] | 4% | -17% | -8% | -7% | 14%
CCOC(=O)N/N=C(\C)c1ccc(OC(F)F)cc1OC(F)F | -3% | 14%[10 µM] | -3% | 5% | -5% | -5% | 8%
CCOC(=O)Cc1c(C)nc2cc(C)nn2c1C | -7% | -1%[10 µM] | 1% | 1% | 15% | 6% | 10%
O=C(NCc1ccco1)C12CN(Cc3ccccc3)CC1C(c1cccc([N+](=O)[O-])c1)=NO2 (configuration not stated) | -8% | -17% | 21%[38.3 µM] | -9% | -1% | -4% | 0%
O=C(COc1cccc(NC(=O)c2ccccc2)c1)c1ccc(F)cc1 | 3% | / | -2% | -16% | 14% | 1% | 5%
N#Cc1c2n(c(=S)n(-c3ccccc3[N+](=O)[O-])c1=O)CCCCC2 | -3% | -10% | 1% | -5% | -7% | -11% | -18%
O=C(O)CCCC(=O)Nc1ccccc1C(=O)O | 2% | -23% | 4%[38.3 µM] | -7% | 8% | 2% | -7%
COc1ccc(S(=O)(=O)N2CCCC(C(=O)NCc3ccncc3)C2)cc1Cl (configuration not stated) | -2% | 20% | 23%[38.3 µM] | 6% | ? | 25% | 3%

# Part of the list above in order of SMILES length, rising:
SMILES | GAA spleen mod | HTT ATP protect | IMPase Li cell | GAA inh | HTT aggregate | GAA glycogen mod | RGS12 GoLoco inh
CCOC(=O)Cc1c(C)nc2cc(C)nn2c1C | -7% | -1%[10 µM] | 1% | 1% | 15% | 6% | 10%
CCOC(=O)N/N=C(\C)c1ccc(OC(F)F)cc1OC(F)F | -3% | 14%[10 µM] | -3% | 5% | -5% | -5% | 8%
Cc1ccc2[nH]c(=O)c3cc(C(=O)N(C)c4ccccc4C)sc3c2c1 | -5% | -10%[10 µM] | / | / | 0%[9.22 µM] | 3% | 2%

# A second format for ten compounds above:
# Values in the order – GAA spleen mod	HTT ATP protect	IMPase Li cell	GAA inh	HTT aggregate	GAA glycogen mod	RGS12 GoLoco inh
> Cc1nn(C)c(N)c1C(O)(c1nccn1C)C(F)(F)F (configuration not stated)
 : -7%	-6%[10 µM]	2%[38.3 µM]	3%	1%	13%	-7%
> CNC(=O)CC1C(=O)N(c2ccc(Cl)cc2)C(=S)N1CCc1ccc(OC)c(OC)c1 (configuration not stated)
 : 0%	?	2%	11%	-32%	-16%	-1%
> Cc1ccc(S(=O)(=O)Cn2nnnc2C(c2ccccc2)N2CCN(c3ccccc3)CC2)cc1 (configuration not stated)
 : 2%	11%[1.9 µM]	5%	-9%	-3%	-11%	4%
> CCN1C(=O)/C(=C\N2CCOCC2)SC1=S
 : 0%	2%	43%[activator][38.3 µM]	-3%	12%[9.22 µM]	-6%	116%[activator]
> COc1ccc(NC(=O)C2CCCN(S(=O)(=O)c3cccnc3)C2)cc1OC (configuration not stated)
 : -2%	6%[10 µM]	/	/	-17%[9.22 µM]	0%	-3%
> COc1ccc(/C(N)=N/OC(=O)C2CCC(=O)N2S(=O)(=O)c2ccc(C)cc2)cc1OC (configuration not stated)
 : 6%	6%[10 µM]	-12%	-5%	?	-1%	16%
> Cc1cc(C)cc(-n2ccnc2SCC(=O)Nc2nccs2)c1
 : 1%	-21%	2%[38.3 µM]	-19%	14%	-2%	5%
> CCCCn1c(S(=O)(=O)O)nc2ccccc21
 : 1%	-4%	35%[38.3 µM]	4%	-6%	7%	-1%
> Cn1cc([N+](=O)[O-])c(C(=O)NCc2ccco2)n1
 : 11%	/	-1%	-3%	-4%	16%	3%
> Cc1ccc(CSc2nnc(NC(=O)C3COc4ccccc4O3)s2)cc1 (configuration not stated)
 : -10%	-10%	-2%[38.3 µM]	-1%	-8%	0%	10%
